Source: PubChem (National Center for Advancing Translational Sciences (NCATS))
aSyn rescue = alpha-synuclein toxicity inhibition in yeast. Yeast expressing alpha-synuclein, growth rescue, BacTiter-Glo, 24 h. Potency, µM (highest dose often 46.1 µM), inactives show top-dose growth rescue (activation), hits mostly activators. hit rate 0.14% among 370,000. AID 652106; also: potency is read from the fitted curve at half-maximal effect; % of control where 0% means no effect; nearly all actives have a fitted effect of over 65% in size
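Galactose-induced alpha-syn yeast (OD600=0.02, raffinose-pregrown) + pinned cpd, 24 hr, 30 deg C; growth by BacTiter-Glo luminescence. Growth restoration scores as activation.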
MmCpn inh = M. maripaludis TRiC chaperonin inhibition. purified Mm-Cpn ATPase, ADP Transcreener TR-FRET. Potency, µM (titrated, usually from 76.9 µM), for inactives: at the highest dose activity, negative = inhibition, hits mostly inhibitors. hit rate 0.031% among 330,000. AID 504842; also: potency is read from the fitted curve at half-maximal effect; % is scaled to controls: 0 for no effect and ±100 for the full control effect; nearly all actives have a fitted effect of over 80% in size
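ATPase read-out: TR-FRET ADP immunoassay (anti-ADP Eu cryptate vs ADP-d2), ex 320 nm, em 590/665 nm; signal drops as ADP forms. Enzyme 25 nM, ATP 10 uM, 30 min at 37°C after 10 min compound preincubation.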
GLP1R inv ag = acts as inverse agonist at human GLP-1 receptor. P43220. HEK293 GLP-1R CRE-luciferase, luminescence, 24 h; GLP-1R form is constitutively active. Potency, µM (doses to about 38.3 µM), for the others: at the top dose activity change, negative = inhibition, actives largely listed as inhibitors. hit rate 1.6% among 410,000; also: potency is read from the fitted curve at half-maximal effect; % is scaled to controls: 0 for no effect and ±100 for the full control effect; nearly all actives have a fitted effect of over 55% in size
Target sequence (P43220 whole entry, looked up): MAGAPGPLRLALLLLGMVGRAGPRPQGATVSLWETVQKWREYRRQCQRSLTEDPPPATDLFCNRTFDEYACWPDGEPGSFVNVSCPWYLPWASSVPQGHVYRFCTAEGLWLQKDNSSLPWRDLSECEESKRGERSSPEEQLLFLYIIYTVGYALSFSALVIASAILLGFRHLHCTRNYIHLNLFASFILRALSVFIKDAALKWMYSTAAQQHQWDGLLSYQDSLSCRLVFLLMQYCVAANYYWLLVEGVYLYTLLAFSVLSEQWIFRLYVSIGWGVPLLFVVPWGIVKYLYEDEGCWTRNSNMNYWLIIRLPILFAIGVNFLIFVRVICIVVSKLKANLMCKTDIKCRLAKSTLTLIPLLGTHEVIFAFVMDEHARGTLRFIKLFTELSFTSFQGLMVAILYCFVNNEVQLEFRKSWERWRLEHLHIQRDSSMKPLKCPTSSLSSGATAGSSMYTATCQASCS
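Luminescence readout: a drop in cAMP-driven luciferase signal flags inverse agonism at a constitutively active GLP-1R stably expressed in HEK293. Compound exposure lasted 24 hr at 37 deg C, 5% CO2.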
Abeta rescue = restores growth of yeast expressing A-beta42 peptide | yeast expressing A-beta42, growth rescue, OD600, 48 h; response scale: 0% DMSO, 100% iron-clioquinol control | Potency, µM (series often up to 46.1 µM), without a hit: top-dose growth rescue, hits mostly activators | hit rate 0.063% among 410,000; also: potency is read from the fitted curve at half-maximal effect; nearly all actives have a fitted effect of over 55% in size
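Yeast A-beta toxicity model in growth medium with pinned compounds, 48 h at 30 C; growth read as absorbance at 600 nm. Normalized to FeCl3/clioquinol equimolar mix (positive) and DMSO (negative).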
HEK293 tox = cytotoxicity counter-screen for GLP-1 receptor inverse agonists | HEK293 cAMP-luciferase reporter cells, luminescence, 24 h | Potency, µM (highest dose often 38.3 µM), without a hit: at the highest dose activity change, negative = inhibition, most hits filed as inhibitors | hit rate 0.13% among 410,000;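 also: loss of luciferase light is scored as toxicity; potency is read from the fitted curve at half-maximal effect; % is scaled to controls: 0 for no effect and ±100 for the full control effect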
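Compound-treated cells are incubated 24 hr at 37 deg C under 5% CO2 after a 12 hour attachment period, then luciferase detection reagent is added and luminescence is measured following 12 min at room temperature; lowered signal indicates toxicity.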
FUS suppressor = suppressors of FUS proteinopathy in yeast; Potency, µM (titrated, usually from 76.6 µM), inactives show at the top dose growth rescue (activation), most hits filed as activators; AID 1347120; hit rate 0.24% among 390,000; S. cerevisiae FUS-expressing, growth rescue, OD600, 24 h;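 also: potency is read from the fitted curve at half-maximal effect; plate controls were DMSO vehicle for no effect and reference control for full effect; nearly all actives have a fitted effect of over 55% in size; some results filed as inactive show a strong effect at the top dose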
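Yeast expressing FUS under galactose induction, OD 0.005 in 2% galactose medium; compounds in a dilution series, 24 h at 30C. Growth rescue by absorbance at 600 nm; CP55940 positive control, DMSO negative.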
TDP43 rescue = TDP-43 toxicity inhibition in yeast; Potency, µM (series often up to 46.1 µM), without a hit: at the highest dose growth rescue (activation), most hits filed as activators; AID 652104; TDP-43 expressing yeast growth rescue, BacTiter-Glo, 24 h; hit rate 1.8% among 410,000; also: potency is read from the fitted curve at half-maximal effect; % of control where 0% means no effect; nearly all actives have a fitted effect of over 50% in size
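Yeast expressing TDP-43 (pregrown in raffinose, seeded at OD600=0.02 in galactose medium) exposed to compounds 24 hr at 30 deg C. Growth read by BacTiter-Glo luminescence; rescue of toxicity appears as increased signal.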
PTHR1 ag = activates the human parathyroid hormone receptor PTHR1 | HEK293 GP2 PTHR1 cells, GloSensor cAMP luminescence, 1 h | Potency, µM (series often up to 115 µM), inactives show top-dose activation, usual class: activators | hit rate 0.075% among 410,000 | AID 743266; also: potency is read from the fitted curve at half-maximal effect; nearly all actives have a fitted effect of over 55% in size; some results filed as inactive show a strong effect at the top dose; inactives centre near -15; many of its hits are not listed in these tables
Target sequence (Q03431 whole entry, looked up): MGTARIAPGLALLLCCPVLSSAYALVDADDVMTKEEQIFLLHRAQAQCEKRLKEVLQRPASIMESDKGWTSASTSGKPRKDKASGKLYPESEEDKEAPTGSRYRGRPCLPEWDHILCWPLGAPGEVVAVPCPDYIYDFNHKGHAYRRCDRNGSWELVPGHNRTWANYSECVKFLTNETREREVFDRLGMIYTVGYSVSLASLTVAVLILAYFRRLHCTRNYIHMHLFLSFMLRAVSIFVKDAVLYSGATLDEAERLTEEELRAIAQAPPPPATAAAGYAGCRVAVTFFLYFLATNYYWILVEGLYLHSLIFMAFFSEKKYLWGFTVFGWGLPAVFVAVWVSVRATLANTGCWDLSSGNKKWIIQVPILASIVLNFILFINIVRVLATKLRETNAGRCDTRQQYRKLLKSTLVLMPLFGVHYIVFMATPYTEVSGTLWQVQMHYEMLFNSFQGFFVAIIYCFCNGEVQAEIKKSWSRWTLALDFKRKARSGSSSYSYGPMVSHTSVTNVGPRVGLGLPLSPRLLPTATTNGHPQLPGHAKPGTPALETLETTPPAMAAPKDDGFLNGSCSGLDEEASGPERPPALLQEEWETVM
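HEK-293-derived GP2 cells expressing PTHR1 and a GloSensor cAMP reporter, 3,000/well, plated overnight, given luciferin plus IBMX (each 0.5 mM as added) for 1 h at 37 °C, then compound for 1 h at 37 °C. Luminescence was read after 15 min at room temperature.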
Akt phos inh = blocks phosphorylation of Akt; AID 651550; Neuro2A IGF-stimulated pAkt S473 HTRF, 20 min; active compounds read low; hit rate 0.32% among 360,000; activity change, % for hits at 50 µM; in the data active = activity change below about -80%; inconclusive = mostly about -51% to -80%; also: % is scaled to controls: 0 for no effect and ±100 for the full control effect
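Neuro2A cells in DMEM with 0.5% FBS, overnight at 37 deg C, given compound at single 50 µM final, then IGF (6 nM final) for 20 min at 37 deg C. Lysed; phospho-Akt Ser473 by HTRF after 24 h, 665/615 ratio.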
* marks the source's active call; other numbers are inactive results; i = inactive; ? = inconclusive; . = no result given; [ ] = another dose, or the depositor's remark. Unless noted, calls follow the shape of the dose curve; as a rule, active = well fitted curve in the direction sought with a large enough effect; inconclusive = small, poorly fitted or top-dose-only effect, or another doubt; inactive = no such curve, though single readings can be large; an effect the other way counts as inactive or inconclusive. An excerpt; count on the stated rates, not on these rows.

SMILES | aSyn rescue | MmCpn inh | GLP1R inv ag | Abeta rescue | HEK293 tox | FUS suppressor | TDP43 rescue | PTHR1 ag | Akt phos inh
Cc1cc2c(cc1C)/C(=C\C(N)=O)NC(C)(C)C2 | -8% | 1% | -28% | 11% | 10% | 10% | -3% | i | i
CCN(CC)CCCNC(=O)c1oc2c(c1C)-c1nn(Cc3ccc(Cl)cc3)cc1CC2 | . | . | ? | -13% | ? | ? | 5% | i | .
Cc1ccc(S(=O)(=O)NC(C)C(c2cccs2)N2CCOCC2)cc1 (configuration not stated) | -1% | -1% | -7% | 6% | -2% | -12% | 18% | i | i
CN(C)c1cccc(C(=O)Nc2nc3ccc(S(=O)(=O)N4CCCC4)cc3s2)c1 | . | . | ? | -7% | ? | ? | 12%[9.22 µM] | -47%[inhibitor] | .
COC(=O)Cn1cc(/C=C(/C#N)C(=O)N2CCOCC2)c2ccccc21 | 1% | 1% | 31%[activator] | -6% | -3% | 2% | -10%[9.22 µM] | i | i
CN(CC(=O)c1c(N)n(C)c(=O)n(C)c1=O)c1ccccc1 | 4% | 1% | -1%[7.66 µM] | 2% | 1%[7.66 µM] | 5% | -1% | -3% | i
CCCc1[nH]nc2c1C(c1cccc(OC(=O)c3ccco3)c1)C(C#N)=C(N)O2 (configuration not stated) | 1% | 4% | 1% | 21% | 1% | 1% | -6% | -7%[57.5 µM] | i
COc1ccc(NC(=O)c2cc3c(=O)n4ccccc4nc3n2C)cc1OC | 2% | -1% | 30%[activator] | 5% | 22% | 8% | . | -26% | i
CC1(C(=O)NS(=O)(=O)c2ccc(C#N)cc2)CCN1C(=O)CCc1ccc(Cl)cc1Cl (configuration not stated) | 13% | . | 4% | -21% | 10% | 2% | ? | 0% | .
O=c1c2ccccc2nnn1Cc1ccc(F)cc1 | 1% | 1% | -29% | 14% | 2% | -24% | ? | -6% | i
N#Cc1nc(-c2ccccc2F)oc1N1CCCC1 | -6% | 3% | 0% | -16% | -6% | 12% | -14% | -5%[57.5 µM] | i
CS(=O)(=O)Nc1cccc(-c2cc(NC=O)c3ncc(-c4ccc(F)cc4)n3c2)c1 | 5% | . | -13% | -2% | -28% | ? | 0% | i | i
O=C(CCc1nc(-c2ccccc2Cl)no1)NC1CCCC1 | -1% | -1% | -42% | -1% | -3% | 34% | 25% | -14% | i
Cc1ccccc1NC(=O)c1cccnc1 | -2% | 4% | 18% | -4% | 4% | 11% | 17% | i | i
O=C1c2ccccc2C(=O)N1Cc1ccc2c(c1)OCO2 | 2% | 1% | 6% | 13% | 22% | 3% | -1% | i | i
COc1ccc(C(=O)NCCNc2nc3c(C)cccc3cc2C#N)cc1OC | 2% | -1% | 55%[activator] | 6% | 43%[activator] | -22% | 12% | -35%[inhibitor] | i
O=C1c2ccccc2C(=O)N1CCCCSc1nnc(-c2ccc(OC(F)F)cc2)o1 | -5% | -1% | 0% | -9% | 0% | 15% | ? | -19%[57.5 µM] | i
O=C(NNC(=O)C12CC3CC(CC(C3)C1)C2)c1ccccc1O | ? | -1% | ? | ? | -25% | . | 0% | -1% | i
CC1(C(=O)NS(=O)(=O)c2ccccc2C(F)(F)F)CCN1C(=O)CC1CCCCC1 (configuration not stated) | -2% | . | -12% | 5% | -2% | 14% | 20% | i | i
O=C(c1ccc(Br)o1)N1CCN(C/C=C/c2ccccc2)CC1 | 2% | -2% | ? | -14% | -16% | 12% | -8% | -7%[57.5 µM] | -109%*
CC1CCN(CC(=O)Nc2ccccc2C#N)CC1 | -7% | 0% | -22% | 4%[9.22 µM] | -15% | -29% | -21% | i | i
Cc1cn2c(=O)cc(COC(=O)c3ccc(NC(=O)COc4ccccc4F)cc3)nc2s1 | . | . | 16% | 3% | 4% | -15% | 23% | i | .
COc1cccc(CNC(=O)c2ccc(NC(=O)C3=CSCCO3)cc2)c1 | 10% | -11% | -5% | . | 4% | 28% | 5% | -23% | i
Cc1cc(C)c[n+](-c2nc([O-])sc2C=O)c1 | -15% | -2% | 19% | -7% | -16% | -29% | -5% | i | i
CCOc1ccccc1C(=O)NN1C(=O)CCC1=O | -10% | 1% | 7% | 8% | -10% | 1% | -9% | -2% | i
O=C(NNC(=O)c1cccs1)c1cccnc1 | -5% | 0% | 13% | -2% | 4% | 20% | -9% | i | i
COc1cc2c(cc1OC)CN(C(=S)NC(=O)c1ccccc1)CC2 | 5% | -4% | 29% | 3% | ? | 2% | -5% | -5% | i
Oc1cc(O)c2c(c1)OC(c1ccc(O)c(O)c1)C(O)C2 (configuration not stated) | 0% | -2% | 2% | -14% | -2% | -32% | 18% | -22% | i
C#CCOCCOCCOCCNc1nc(N2CCN(C(=O)Cn3cc(CCO)nn3)CC2)nc(N2CCN(C(=O)[C@H](CCCCN)n3cc(CC(C)O)nn3)CC2)n1 (some centres not stated) | -1% | . | 7% | -13% | -2% | -6% | 7% | i | i
CCC(=NCCN1CCNCC1)C1=C(O)CC(C)(C)CC1=O | 0% | 1% | 0% | -25% | -17% | 36% | -16% | i | .
CCN1C[C@@H]2[C@@H]3C(=O)N(C)C(=O)[C@@H]3[C@](C)(C(=O)OC)N2C1=NC | 0% | -3% | 5% | 2% | 3% | -30% | 13% | -5% | i
CC(C)C(=O)N1CCN(c2ccccc2NC(=O)c2ccc(C#N)cc2F)CC1 | -2% | 2% | 0% | -12% | -5% | 17% | -8% | -8% | i
Cc1ccc(N2C(=O)C(CC(=O)Nc3cccc(F)c3)N(CCc3ccncc3)C2=O)cc1 (configuration not stated) | 11% | 1% | -10% | 12% | -4% | -11% | 3% | i | i
O=C1OC(/C=C/c2ccc(Cl)cc2)=NC/1=C/c1ccco1 | 5% | 0% | 0% | -12% | -3% | . | -5% | i | i
O=CN1CCN(C(=O)c2ccc([N+](=O)[O-])cc2)CC1 | -1% | 0% | 1% | -5% | 11% | 2% | 0% | i | i
COCCN1C(=O)C(=O)/C(=C(/O)c2ccc(OC(C)C)cc2)C1c1cccnc1 (configuration not stated) | 0% | -11% | 5% | 13% | -14% | -5% | -3% | -3%[57.5 µM] | i
C=CCNC(=S)NNC(=O)c1ccncc1 | -1% | 0% | 20% | -7% | -2% | -32% | 18% | i | i
O=C(C1CC1)N1CCN(c2nc3c(F)cc(F)cc3s2)CC1 | . | . | 3% | -30% | -8% | 2% | 16% | -11% | .
C=C1C(C(=O)Nc2ccc(OC)cc2)C1C(=O)Nc1ccc(OC)cc1 (configuration not stated) | -1% | -2% | -10% | -13% | 0% | 9% | -20% | -21% | i
O=C(CN1C(=O)CSc2ccc(S(=O)(=O)N3CCCC3)cc21)NCc1ccc(F)cc1Cl | 2% | . | ? | -5% | -3% | 18% | 18% | i | .

Another view of 2 compounds above:
Structure: CCN1C[C@@H]2[C@@H]3C(=O)N(C)C(=O)[C@@H]3[C@](C)(C(=O)OC)N2C1=NC
  aSyn rescue = 0%; MmCpn inh = -3%; GLP1R inv ag = 5%; Abeta rescue = 2%; HEK293 tox = 3%; FUS suppressor = -30%; TDP43 rescue = 13%; PTHR1 ag = -5%; Akt phos inh = i
Structure: COCCN1C(=O)C(=O)/C(=C(/O)c2ccc(OC(C)C)cc2)C1c1cccnc1 (configuration not stated)
  aSyn rescue = 0%; MmCpn inh = -11%; GLP1R inv ag = 5%; Abeta rescue = 13%; HEK293 tox = -14%; FUS suppressor = -5%; TDP43 rescue = -3%; PTHR1 ag = -3%[57.5 µM]; Akt phos inh = i

Following part:
SMILES | aSyn rescue | MmCpn inh | GLP1R inv ag | Abeta rescue | HEK293 tox | FUS suppressor | TDP43 rescue | PTHR1 ag | Akt phos inh
Cc1ccccc1C(=O)NC(=S)Nc1ccc(S(=O)(=O)N(C)c2ccccc2)cc1 | 3% | -4% | 8.9µM* | 1% | 8% | -7% | 12% | -10% | i
C=CCC(CC=C)(C(=O)O)c1ccccc1 | -5% | 0% | -1% | ? | -5% | -14% | ? | i | i
CCOc1ccc(N2C(=O)Nc3ccc(Br)cc3C2(O)C(=O)NCCN(C)C)cc1 (configuration not stated) | -1% | -2% | 9% | 5% | 0% | 3% | 12% | -9% | i
CCc1noc(C)c1C(=O)OCC(=O)Nc1ccc(F)cc1Cl | -9% | -2% | 4% | -29% | 4% | -1% | 2% | 7% | i
O=C(N1CCCCC1)N1CCN(S(=O)(=O)c2ccc(Cl)cc2)CC1 | -3% | 3% | -21% | -18% | 2% | 13% | 6% | 1% | i
CCOC(=O)c1sc(NC(=O)CCN2CCOCC2)c(C(=O)OCC)c1C | 2% | -4% | 14% | -5% | -12% | 17% | -9% | i | -80%*
COc1ccc(NC(=O)CC2SC(=N)N(c3ccccc3)C2=O)c(OC)c1 (configuration not stated) | 3% | -4% | -13% | -22% | -12% | 17% | -13% | -25% | i
COc1ccccc1NC(=O)c1sc2nc(-c3ccco3)ccc2c1N | 1% | -16% | 8% | -16% | . | 33% | -11% | -9% | i
COc1ccc(C2CC(=O)Oc3cc(C)c(Cl)c(C)c32)cc1 (configuration not stated) | 19% | 1% | ? | 19% | -10% | 6% | ? | -24% | i
N#CC1CC(c2ccccc2)=NN1c1ccccc1[N+](=O)[O-] (configuration not stated) | 16% | -1% | -4% | -10% | -5% | 9% | 23% | i | i
Cc1nn(-c2ccc(N3CCCC3)nn2)c(C)c1CCC(=O)N1CCN(c2ccccc2F)CC1 | . | . | 0% | 11% | 0% | 18% | 5% | -17% | .
COc1ccc(CNC(=O)c2sc(=S)n(-c3ccccc3)c2N)cc1 | -1% | ? | -8% | -31%[inhibitor] | 4% | -6% | -13% | i | i
